HIV fusion peptide: cell-free HIV fusion peptide-binding blockers – biochemical, uHTS, fluorescence dequenching, primary screen (AID 1986) | inhibition, % at 20 µM, or IC50 in µM where a hit was titrated | actives 0.3% (n = 290,000) | cell-free peptide binding, fluorescence dequenching, 30 min; higher % means a stronger effect; in the data active means inhibition mostly above about 52%, no sharp cut-off; inactive means mostly below about 76%; further: some results filed as inactive read as strong as hits
MgcRacGAP inhibition: MgcRacGAP GTPase-activating activity inhibitors, confirmation, biochemical, ADP Hunter fluorescence. MgcRacGAP-stimulated Rac1 GTP hydrolysis, ADP Hunter fluorescence; higher % means a stronger effect; GST-tagged Rac1 F28L mutant substrate. one-dose inhibition, % at 30 µM; IC50 in µM for titrated hits. actives 0.6% (n = 340,000). AID 624330;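 active means first-screen hits whose inhibition reached a set limit at any dose in the follow-up dose series; inconclusive means inhibition above the set first-screen limit but never retested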;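 further: fluorescence reports GDP produced by GAP-driven GTP hydrolysis; strong numbers were not always called active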
GPR35 antagonists: GPR35 antagonists blocking zaprinast-driven arrestin recruitment, primary screen, imaging, U2OS, beta-arrestin-GFP, zaprinast agonist (AID 2058). U2OS GPR35 beta-arrestin-GFP translocation imaging, zaprinast antagonism; higher % means a stronger effect. inhibition, % at 10 µM; hits with a dose series show IC50 in µM. actives 0.052% (n = 290,000);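 active means inhibition of at least 50% with at least 30 cells and total cytoplasm GFP at most 10,000,000; inconclusive means under 30 cells or total GFP of 10,000,000 plus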
NTR1 agonist: NTR1-driven beta-arrestin-GFP spot formation – imaging, U2OS cells, high content, primary screen (AID 493036) | P30989 | agonist mode | actives 0.17% (n = 330,000) | activation, % at 20 µM;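 active means activation at or above 40% of the spot to cytoplasm intensity ratio, with at least 20 cells analyzed; inconclusive means wells under 20 cells, flagged as cytotoxic or low count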;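 further: 0% = DMSO without peptide and 100% = 100 nM NTR1 peptide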
Target sequence (P30989 whole entry, looked up): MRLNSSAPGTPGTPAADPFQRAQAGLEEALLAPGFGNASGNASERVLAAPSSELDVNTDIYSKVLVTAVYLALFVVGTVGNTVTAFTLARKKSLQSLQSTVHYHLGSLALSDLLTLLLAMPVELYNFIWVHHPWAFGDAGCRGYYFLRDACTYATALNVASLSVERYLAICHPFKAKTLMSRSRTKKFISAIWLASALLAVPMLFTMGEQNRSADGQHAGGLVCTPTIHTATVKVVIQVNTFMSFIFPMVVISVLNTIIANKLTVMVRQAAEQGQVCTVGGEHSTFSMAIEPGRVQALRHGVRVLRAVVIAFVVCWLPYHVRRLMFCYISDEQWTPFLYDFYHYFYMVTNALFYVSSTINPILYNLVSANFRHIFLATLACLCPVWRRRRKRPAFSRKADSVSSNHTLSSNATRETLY
GPR55 LPI antagonism: GPR55 antagonists blocking LPI-driven arrestin recruitment, primary screen, imaging, U2OS, beta-arrestin-GFP, LPI agonist (AID 2013). actives 0.13% (n = 290,000). one-dose inhibition, % at 10 µM; IC50 in µM for titrated hits. U2OS GPR55 beta-arrestin-GFP translocation imaging, LPI antagonism; higher % means a stronger effect;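 active means spots per cell inhibited over 60%, with over 100 cells counted and total cytoplasm intensity under 500,000; inconclusive means wells with under 100 cells, flagged as likely toxic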;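 further: U2OS cells stably carrying GPR55 and arrestin-GFP stimulated by 5 µM LPI near EC80; imaged beta-arrestin-GFP aggregate spots per cell after agonist stimulation; plate controls were LPI-stimulated DMSO wells for no effect and DMSO wells without LPI for full effect; some results filed as inactive read as strong as hits; confirmed hits need IC50 under 10 µM and bright autofluorescent wells are also inconclusive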
Myeloid diff 2: promotes myeloid progenitor differentiation | ER-HoxA9 myeloid progenitors, lysozyme-GFP differentiation, flow cytometry | calls only at 10 µM | actives 1% (n = 360,000);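 active means normalized GFP-positive differentiation at or above the plate's own cutoff, the solvent-only control mean plus 3 SD; inconclusive means no clear call, values can overlap the other calls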;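 further: cells exposed to compound for four days before flow analysis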
Siah-1 displacement: blockers of Siah-1 interaction with plectin peptide – biochemical, fluorescence polarization, rhodamine-plectin, uHTS, primary screen (AID 1817). actives 0.02% (n = 290,000). Siah-1 / rhodamine-plectin peptide fluorescence polarization; higher % means a stronger effect. displacement, % at 20 µM; hits with a dose series show IC50 in µM;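 active means displacement of at least 50% at 20 µM, with a fluorescence ratio check between 0.3 and a set limit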;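 further: plate controls were Siah plus tracer with DMSO for no effect and tracer alone without Siah for full effect; strong numbers were not always called active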
Salmonella PhoP GFP: inhibitors of PhoP regulon expression, primary screen, Salmonella Typhimurium, GFP reporter (AID 1863); inhibition, % at 50 µM, or IC50 in µM where a hit was titrated; actives 0.16% (n = 300,000); S. Typhimurium PhoP-regulated promoter GFP reporter, 4 h; higher % means a stronger effect;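 active means inhibition over 29.93%, a cutoff 3 SD above the screen mean, later confirmed by dose response; inconclusive means inhibition over 29.93% but no dose response follow-up; inactive means inhibition at most 29.93% or unconfirmed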;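 further: 0% = low Mg2+ inducing control and 100% = high Mg2+ repressing control; strong numbers were not always called active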
LYP phosphatase: inhibitors of LYP phosphatase, biochemical, fluorescence intensity, uHTS (AID 1779) | recombinant LYP phosphatase, fluorescence intensity; higher % means a stronger effect | actives 0.054% (n = 290,000) | one-dose inhibition, % at 11.5 µM; IC50 in µM for titrated hits; in the data active means inhibition above about 50%;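 further: plate controls were vehicle with enzyme for no effect and no enzyme for full effect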
NTR1 agonist cell count 20 µM: further read-out of NTR1 agonist, marked with its call; cell count; measured here: cell count, cytotoxicity flag
Myeloid diff 2 GFP+ MAC1+ %: recorded beside Myeloid diff 2, whose call it bears; GFP+ MAC1+ double positive, %; measured here: differentiation confirmed by MAC1 staining
* = called active by the depositor; i = inactive; u = inconclusive; x = no result given.

SMILES | HIV fusion peptide | MgcRacGAP inhibition | GPR35 antagonists | NTR1 agonist | NTR1 agonist cell count 20 µM | GPR55 LPI antagonism | Myeloid diff 2 | Myeloid diff 2 GFP+ MAC1+ % | Siah-1 displacement | Salmonella PhoP GFP | LYP phosphatase
CC(C)OC(=O)Nc1ccc2c(c1)N(C(=O)CCN1CCOCC1)c1ccccc1CC2 | 0.6% | 7.3% | 3.8% | -0.4 | 65 | -5.5% | i | 0.4 | 0.7% | -1.9% | -6.2%
CCOC(=O)CCCCC(=O)c1[nH]c(=O)[nH]c1Cn1ccnc1 | -2.3% | 3.7% | 11.7% | -3.0 | 83 | 0.7% | i | 0.9 | -1.0% | 1.5% | -3.0%
Cc1ccc(NS(=O)(=O)c2cccc(C(=O)NCC(c3ccco3)N3CCCCC3)c2)cc1 (configuration not stated) | 2.0% | 9.4% | 1.7% | 1.8 | 64 | 16.0% | i | 2.3 | 5.3% | 0.7% | -6.7%
CC(=O)C(Cc1ccccc1)NC(=O)CN1CCc2ccccc2C1 (configuration not stated) | -0.2% | 0.0% | -12.3% | -0.4 | 61 | 5.8% | i | 0.4 | 0.2% | 2.1% | -7.0%
COc1cccc(CN(c2ccc3c(c2)CCC3)S(=O)(=O)c2ccc(-n3cnnn3)c(OC)c2)c1 | -0.9% | 7.8% | -10.1% | 1.8 | 64 | 2.2% | i | 0.7 | 4.2% | -0.4% | 0.4%
Cc1ccc(S(=O)(=O)NC2CC2)cc1 | 1.8% | 7.7% | 5.2% | 1.7 | 61 | 4.6% | i | 0.5 | 4.2% | -2.2% | -3.8%
COc1cc(CCCN2C(N)=NC[C@@H]2Cc2ccc(O)cc2)cc(OC)c1OC | -1.3% | 8.4% | 3.2% | -6.0 | 77 | -5.2% | i | 1.8 | 13.4% | 1.2% | -7.5%
COCCNC(=O)COc1ccc(N(C)S(=O)(=O)c2ccc3ccccc3c2)cc1 | -1.0% | 11.4% | -2.2% | 0.2 | 67 | 5.2% | i | 0.9 | 4.6% | -1.4% | -9.5%
CC(=O)NC(NC(=S)Nc1ccc(S(N)(=O)=O)cc1)C(Cl)(Cl)Cl (configuration not stated) | -0.9% | 6.8% | 11.0% | 2.7 | 62 | 13.4% | i | 0.2 | 9.5% | -6.9% | -5.8%
CC1(C)OC(=O)C(=CNCC(=O)NCC(=O)O)C(=O)O1 | -1.2% | 8.6% | 3.1% | -1.1 | 64 | -6.1% | i | 0.9 | -1.3% | 4.6% | -2.6%
COc1ccc(C(=O)Cc2cnn(-c3ccccc3)c2)c(O)c1 | 4.0% | 11.1% | 7.7% | 2.0 | 46 | 2.8% | i | 1.1 | -0.3% | -1.5% | -5.4%
COc1ccc(NC(=O)c2cc(S(=O)(=O)N3CCCC3)c[nH]2)cc1 | 0.9% | 1.8% | -13.1% | 1.7 | 68 | 14.1% | i | 2.3 | 0.5% | x | -1.0%
COc1ccc(CNC(=O)CSc2cc(=O)n(C)c3ccccc23)cc1 | -0.1% | 15.0% | 13.4% | -0.1 | 80 | -11.7% | i | 0.7 | -1.2% | -5.2% | -1.2%
Cc1ccc(NS(=O)(=O)c2cc(C(=O)NCc3ccccn3)ccc2Cl)cc1 | 4.3% | 8.2% | 2.8% | 1.6 | 55 | -5.8% | i | 1.1 | -0.2% | -4.1% | -11.1%
Cc1ccc(-n2c(N)c(C(=O)N3CCN(C)CC3)sc2=S)cc1 | -2.7% | u | -7.6% | 2.7 | 81 | 1.7% | i | 0.4 | 4.9% | 13.6% | 14.2%
CCn1c(=O)c(C(=O)NCCCO)c(O)c2ccccc21 | 2.0% | 11.4% | -9.8% | 0.5 | 49 | -7.4% | i | 1.0 | 0.2% | 3.2% | -5.2%
COc1ccc(-c2nc(NC(=O)C3CC(=O)N(c4ccc5c(c4)OCCO5)C3)sc2C)cc1 (configuration not stated) | 2.7% | -11.7% | 0.8% | 1.0 | 84 | 9.0% | u | x | 2.7% | 8.4% | 5.6%
Cc1cc(C)cc(N(CCC(=O)Nc2nnc(C)s2)S(=O)(=O)c2ccc(Cl)cc2)c1 | 1.5% | 6.5% | -1.9% | 4.4 | 78 | 5.4% | i | 0.9 | 10.0% | 5.5% | 4.6%
COc1ccc(NC(=O)C2CCN(S(=O)(=O)c3ccc4c(c3)NC(=O)CO4)CC2)cc1 | 2.3% | 11.6% | 0.7% | 1.3 | 65 | 16.7% | i | 0.4 | 2.7% | -12.6% | -0.9%
Clc1cccc(Cl)c1-c1noc(-c2ccno2)n1 | 0.4% | 7.2% | -0.8% | -0.3 | 49 | 2.9% | i | 0.3 | 3.6% | -3.0% | -2.2%

The final 2 compounds of the part before come first, to join the parts:
SMILES | HIV fusion peptide | MgcRacGAP inhibition | GPR35 antagonists | NTR1 agonist | NTR1 agonist cell count 20 µM | GPR55 LPI antagonism | Myeloid diff 2 | Myeloid diff 2 GFP+ MAC1+ % | Siah-1 displacement | Salmonella PhoP GFP | LYP phosphatase
COc1ccc(NC(=O)C2CCN(S(=O)(=O)c3ccc4c(c3)NC(=O)CO4)CC2)cc1 | 2.3% | 11.6% | 0.7% | 1.3 | 65 | 16.7% | i | 0.4 | 2.7% | -12.6% | -0.9%
Clc1cccc(Cl)c1-c1noc(-c2ccno2)n1 | 0.4% | 7.2% | -0.8% | -0.3 | 49 | 2.9% | i | 0.3 | 3.6% | -3.0% | -2.2%
Cc1c(OC(C)C(=O)NCCN2CCOCC2)ccc2c3c(c(=O)oc12)CCCC3 (configuration not stated) | 2.1% | 11.8% | 2.1% | 1.6 | 54 | 9.1% | i | 0.2 | 8.0% | -7.2% | -8.8%
CCOP(=O)(OCC)c1cccc(P(=O)(c2ccccc2)c2ccccc2)c1O | -3.2% | 10.4% | 9.8% | 2.5 | 96 | 1.2% | i | 0.3 | 1.2% | x | -7.3%
CCOC(=O)c1ccc(NC(=S)Nc2ccc3[nH]c(=O)[nH]c3c2)cc1 | -0.7% | u | 1.0% | 0.6 | 53 | 1.5% | i | 0.3 | 0.5% | -5.9% | -3.0%
O=c1c2ccccc2nc(/C=C/c2c[nH]c3ccccc23)n1CCO | 5.3% | 9.4% | -3.2% | 8.4 | 38 | 7.4% | i | 1.2 | -0.9% | 0.7% | -1.5%
COc1ccc(-c2c[n+](CC(=O)c3cccs3)c3n2CCC3)cc1 | 0.6% | 4.4% | 7.4% | 0.5 | 30 | 11.7% | i | 1.3 | 1.3% | -4.5% | -3.4%
O=c1c(Br)c(NCc2ccccc2)cnn1-c1ccc(F)cc1 | 0.4% | 9.5% | -4.7% | 1.6 | 39 | 2.8% | i | 0.1 | 11.7% | 1.2% | 6.5%
CCN(CC)c1ccc(C=NCCc2ccc(S(N)(=O)=O)cc2)cc1 | -2.3% | 4.6% | 5.6% | 1.6 | 35 | -8.2% | i | 0.7 | 3.5% | -3.6% | -2.2%
O=C(NCCc1ccccc1)C(=O)NCC1OCCN1S(=O)(=O)c1ccc(F)cc1 (configuration not stated) | -0.4% | 13.9% | 4.0% | -1.3 | 66 | 8.0% | i | 0.9 | 3.6% | x | -10.9%
COc1ccc(-n2c(=S)[nH]c3cc(C(=O)NCc4cccnc4)ccc3c2=O)cc1 | -1.2% | -1.3% | -6.7% | -0.9 | 45 | -10.3% | i | 0.6 | 1.5% | -3.4% | -4.6%
NC(=O)c1ccc(C(=O)N/N=C/c2cccc(Oc3ccccc3)c2)cc1 | -0.9% | 5.5% | -9.2% | 0.6 | 50 | 0.1% | i | 2.2 | 8.9% | 2.0% | -9.2%
CC(C)NS(=O)(=O)c1ccc(NC(=O)NC2CCCCC2)cc1 | -0.5% | 0.7% | 11.4% | 0.3 | 44 | 5.8% | i | 0.7 | -5.7% | -1.6% | 1.2%
O=C(NNC(=O)c1oc2ccccc2c1-n1cccc1)c1ccco1 | -0.9% | 3.7% | 13.0% | -0.2 | 52 | -0.8% | i | 0.1 | -4.1% | -1.8% | -9.1%
Cc1ccc(NC(=O)c2ccc3c(c2)nnn3C)cc1 | 1.6% | 3.7% | -10.7% | 0.2 | 81 | 9.2% | i | 0.6 | 9.6% | 4.1% | -1.3%
Cc1c(C(=O)N2CCN(c3ccccc3)CC2)oc2c1C(=O)CC(C)(C)C2 | -1.0% | 7.3% | -4.1% | 0.7 | 46 | -0.3% | i | 0.2 | 11.1% | 3.9% | -8.4%
CCCCn1c(N)c(N(CCC(C)C)C(=O)C(C)N2C(=O)c3ccccc3C2=O)c(=O)[nH]c1=O (configuration not stated) | x | 1.9% | x | 1.6 | 49 | x | i | 0.5 | x | -7.5% | x
COc1cccc(N2CCN(CC(=O)NC(=O)NCc3ccco3)CC2)c1 | 16.6% | 11.2% | 3.0% | -1.6 | 59 | -2.4% | i | 0.7 | 18.9% | -9.8% | -3.9%
O=[N+]([O-])c1cccc2ccc(/C=C/c3ccc(Cl)cc3)nc12 | 2.0% | 9.5% | 6.9% | 7.7 | 82 | -11.8% | i | 1.0 | 0.8% | 1.4% | -2.6%
Cc1ccc2oc(=O)c3cnn(CC(=O)NC4CCN(Cc5ccccc5)CC4)c3c2c1 | 2.6% | 13.7% | 2.3% | 1.0 | 93 | -8.5% | i | 3.8 | 1.1% | -5.8% | -9.1%
CCC1CCCCN1CCCNC(=O)Cn1c(=O)c2cccn2c2ccccc21 (configuration not stated) | -0.9% | -1.0% | 20.6% | -0.2 | 84 | 8.8% | i | 1.7 | -2.7% | 0.0% | -7.0%
Cc1cc(NC(=O)CSc2nnc(-c3cccc(Cl)c3)o2)no1 | 0.4% | 5.0% | -0.5% | 0.2 | 58 | -9.9% | i | 0.4 | 0.3% | 6.5% | -3.3%
O=C(NNC(=O)c1ccc(O)c(Cl)c1)c1cccc(S(=O)(=O)N2CCOCC2)c1 | x | 9.1% | x | -0.5 | 65 | x | i | 1.4 | x | 1.6% | x
CCCc1nc2sc3c(c2c(=O)n1NC(=O)CCCl)CCCC3 | 1.7% | 2.4% | 2.9% | 2.3 | 34 | -7.4% | i | 3.4 | 2.9% | -6.7% | 4.4%
Cn1ccc(C(=O)N/N=C/c2c[nH]c3ccccc23)n1 | -1.2% | -1.5% | 15.8% | -1.6 | 34 | -1.9% | i | 0.9 | 1.7% | 8.9% | -1.9%
Cc1ccc(N2C(=O)NC(NC(=O)C(C)(C)C)(C(F)(F)F)C2=O)cc1C (configuration not stated) | 1.9% | 3.5% | 2.5% | 1.5 | 79 | 4.5% | i | 0.9 | 0.7% | -2.5% | -7.7%

Bioassay records (PubChem BioAssay)
